# Diaph act CS: counter-screen for diaphorase-based assays: diaphorase activators and chemical reducers; Diaphorase/resazurin coupled assay, resorufin fluorescence, 16 min; stronger effect = higher value; 1 = vehicle wells, 0 = NADH-free wells; activation factor at 20 µM; 190,000 compounds, 0.005% hits; AID 1229;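 active means diaphorase activity raised at least twofold by the compound at 20 µM; inactive means activation factor below 2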
#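 Material: purified diaphorase enzyme from Clostridium kluyveri / Medium: HEPES pH 7.4 buffer with MgCl2 and Tween 20 / Schedule: enzyme reaction of 16 min at room temperature / Measured by: resorufin fluorescence, excitation 544 nm, emission 590 nm / Evaluation: rise in resorufin formation, marking diaphorase activation or chemical reduction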
# FLuc act counter: affects firefly luciferase, flagging false hits in luciferase stimulation screens; P08659; ATPlite luciferase biochemical, luminescence, 10 min; 0 = ATP-free wells, 1 = DMSO control; activation factor at 10 µM; 200,000 tested, under 10 active;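 active means luciferase activation factor, scaled between plate controls, of at least 2 with compound at 10 µM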
# Target sequence (P08659 whole entry, looked up): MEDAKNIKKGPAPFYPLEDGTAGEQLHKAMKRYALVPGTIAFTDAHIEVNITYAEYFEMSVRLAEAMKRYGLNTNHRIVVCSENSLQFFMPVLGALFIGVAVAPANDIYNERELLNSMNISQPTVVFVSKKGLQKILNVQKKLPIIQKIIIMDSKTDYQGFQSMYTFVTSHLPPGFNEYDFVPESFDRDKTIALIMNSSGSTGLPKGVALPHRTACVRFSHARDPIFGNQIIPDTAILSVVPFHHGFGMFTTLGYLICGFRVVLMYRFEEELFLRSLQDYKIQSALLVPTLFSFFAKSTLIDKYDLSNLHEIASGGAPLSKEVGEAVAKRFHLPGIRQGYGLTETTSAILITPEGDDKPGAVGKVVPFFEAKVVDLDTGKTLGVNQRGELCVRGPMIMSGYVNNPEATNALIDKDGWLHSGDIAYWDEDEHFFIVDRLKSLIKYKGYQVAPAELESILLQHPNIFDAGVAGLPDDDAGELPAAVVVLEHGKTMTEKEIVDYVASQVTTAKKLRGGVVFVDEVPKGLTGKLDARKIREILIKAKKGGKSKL
#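 System: cell-free luciferase reagent; medium: PBS as buffer for the ATP substrate; doses: test compounds dosed from 2 mM stocks in 100% DMSO; incubation: 10 min, room temperature; measured by: luminescence from luciferase reaction; read-out: luciferase activation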
# TNAP inh hiacc: TNAP (human) inhibition, high acceptor | P05186 | purified TNAP, CDP-star luminescence, 1 M DEA | inhibition, % at 20 µM | 200,000 compounds, 0.03% hits | AID 1135;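 active means over 50% inhibition of tissue-nonspecific alkaline phosphatase at 20 µM in the single-dose screen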;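 further: plate controls were DMSO wells for no effect and EDTA-quenched wells as full inhibition for full effect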
# TNAP act hi DEA: increases human TNAP activity under high phosphate acceptor concentration | P05186 | purified TNAP, CDP-star luminescence, 1 M DEA, 30 min; stronger effect = higher value; 0 = EDTA background, 1 = DMSO-only activity | activation factor at 20 µM | 200,000 tested, under 10 active | AID 1136;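 active means activation factor at least 2 at 20 µM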
#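 system = human TNAP | amount = enzyme diluted 1/800 final | reagent = 100 µM CDP-star substrate | signal = luminescent substrate turnover signal | dosing = one dose, 20 µM | benchmarks = EDTA negative control, DMSO positive control | measure = activation factor | timing = 30 min reaction, room temperature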
# HMGR II inh: inhibitors of class II HMG-CoA reductase from Enterococcus faecalis; purified E. faecalis HMGR, NADPH absorbance 340 nm kinetic; inhibition, % at 10 µM; 190,000 compounds, 0.41% hits;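 active means inhibition above a set limit, the median over all tested compounds plus 3 SD, cut at about 9.5% in these data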;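 further: enzyme runs in reverse so mevalonate oxidation gives rising NADPH absorbance; 0% = complete reaction with DMSO and 100% = background rate lacking mevalonate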
# G6PDH CS: counter-screen for G6PDH assay hits: L. mesenteroides G6PDH inhibition. Purified L. mesenteroides G6PDH, diaphorase/resazurin coupled fluorescence, 45 min. inhibition, % at 5 µM. 200,000 compounds, 0.12% hits; in the data active means inhibition above about 50%
# PMI activator: activators of human phosphomannose isomerase; activation factor at 20 µM; P34949; 190,000 compounds, 0.005% hits; purified human PMI, coupled resazurin fluorescence, 20 min; stronger effect = higher value; 1 = vehicle control, 0 substrate-free wells;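 active means activation factor of 2 or more at 20 µM, relative to plate controls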
# Target sequence (P34949 whole entry, looked up): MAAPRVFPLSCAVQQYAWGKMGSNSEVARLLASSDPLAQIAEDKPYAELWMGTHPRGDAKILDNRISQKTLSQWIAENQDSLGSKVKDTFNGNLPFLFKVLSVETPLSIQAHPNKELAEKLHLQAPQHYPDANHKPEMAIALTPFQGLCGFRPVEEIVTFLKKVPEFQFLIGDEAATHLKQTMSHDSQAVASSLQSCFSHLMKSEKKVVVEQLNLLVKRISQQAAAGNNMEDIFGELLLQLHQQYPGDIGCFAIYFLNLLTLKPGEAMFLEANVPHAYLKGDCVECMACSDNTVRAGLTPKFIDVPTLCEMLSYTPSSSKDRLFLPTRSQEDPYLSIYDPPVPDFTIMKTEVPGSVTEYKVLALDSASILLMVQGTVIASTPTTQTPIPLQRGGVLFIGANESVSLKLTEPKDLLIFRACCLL
# PMI act hi M6P: increases human PMI activity with near-saturating mannose 6-phosphate; P34949; coupled PMI enzyme assay, resazurin fluorescence, 20 min; stronger effect = higher value; 1 = untreated enzyme, 0 = substrate-free blank; activation factor at 20 µM; 190,000 compounds, 0.34% hits; AID 1216;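 active means activation factor of 2 or more at 20 µM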
#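 Test system: human phosphomannose isomerase with PGI, G6PDH, diaphorase coupling enzymes / Doses: 20 µM compound, 1% DMSO / Times: enzyme reaction with compound 20 min at room temperature / Measured by: Diaphorase-driven resazurin-to-resorufin fluorescence, excitation 544, emission 590 nm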
# Diaph inh CS: inhibits diaphorase or chemically oxidizes, flagging diaphorase assay artifacts; diaphorase resazurin-to-resorufin fluorescence, NADH, 16 min; bacterial (C. kluyveri) enzyme, not human; inhibition, % at 20 µM; 190,000 compounds, 0.69% hits;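 active means primary screen inhibition at 20 µM above a set limit, cut at about 50% in these data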;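 further: plate controls were DMSO with full reaction for no effect and wells lacking NADH for full effect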
#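 Benchmarks: positive control wells lacking NADH, neutral wells with DMSO only. System: bacterial diaphorase enzyme (C. kluyveri). Input: 0.14 U/mL diaphorase, enzyme working solution. Detection: resorufin fluorescence, excitation 544 nm, emission 590 nm. Times: 16-min room-temperature incubation before reading.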
# TNAP inh no acc: blocks human TNAP activity with no phosphate acceptor present; 200,000 compounds, 0.26% hits; inhibition, % at 20 µM; purified TNAP, CDP-star luminescence, 30 min; P05186; AID 1012;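 active means tissue-nonspecific alkaline phosphatase inhibition above about 50% at 20 µM in the single-dose screen, limit read from the data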;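 further: 0% = DMSO negative control and 100% = EDTA positive control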
# Active calls of the source: *; nt = not tested or not shown.
SMILES,Diaph act CS,FLuc act counter,TNAP inh hiacc,TNAP act hi DEA,HMGR II inh,G6PDH CS,PMI activator,PMI act hi M6P,Diaph inh CS,TNAP inh no acc
O=C(CN1CCCCC1)Nc1ccc(F)c(Cl)c1,0.9,1,-4,1,-4,6,0.9,0.9,12,-9
COC(=O)[C@@]1(Cc2ccc(F)cc2)[C@H]2c3cc(C(=O)N(C)C)n(Cc4ccccn4)c3C[C@H]2CN1C(=O)c1ccccc1,0.8,1,-1,1,-14,23,0.9,0.9,16,0
COc1ccc(/C=N/Nc2nc(-c3ccc(Cl)cc3)cc(C(F)(F)F)n2)cc1OC,0.8,1.1,0,1,-7,11,0.8,0.9,25,-9
S=c1[nH]nc(COc2ccc(Cl)cc2)n1Cc1ccccc1,0.8,1.1,-4,1,2,5,1,1,17,8
O=C(NNC(=S)Nc1cccc(C(F)(F)F)c1)c1cccc(Cl)c1,0.9,1,-2,1,-1,-2,1,1.1,14,-19
CCC(CC)c1nnc(NC(=O)c2ccc([N+](=O)[O-])cc2)s1,0.9,1,4,1,-2,11,0.8,0.9,8,-13
Cc1nc(SCC(=O)N2CCc3ccccc32)n[nH]1,0.9,1,-6,1.1,-1,5,0.9,1,10,2
CC(=O)c1cccc(NC(=O)Nc2cccnc2)c1,1,0.9,0,1,1,5,1.1,1,0,-5
O=C(NCCc1ccccc1)c1cnc2ccccn2c1=O,1,0.9,-2,1,-2,4,1,1.1,-5,-8
COC(=O)c1ccc(NC(=O)CSc2nnc(C)n2-c2ccccc2)cc1,1,0.9,-3,1,1,9,0.9,1,4,-3
O=S(=O)(c1ccccc1)c1ncc(C(F)(F)F)cc1O,1,1,-5,1.1,-6,1,1.1,1,5,-13
CN(CC(=O)Nc1ccc2c(c1)OCCO2)S(=O)(=O)c1ccc(Br)s1,0.9,1,-3,1,-1,-2,0.9,0.9,14,-8
CCN(CC)C(=O)COc1ccc(/C=C(\C#N)S(=O)(=O)c2ccccc2)cc1OC,0.8,1.1,-2,1,-6,4,0.8,0.9,24,-4
CC(C)c1ccccc1NC(=S)NC1CCCCC1,0.9,1.1,-6,1.1,-4,-1,1,1,13,-12
O=C1S/C(=C\C=C\c2ccco2)C(=O)N1c1ccc(O)cc1,0.8,1,15,0.9,-5,-9,0.8,0.7,23,3
CCNC(=O)c1c(N)sc2c1CCCCC2,0.8,1,-3,1,nt,5,1.4,1.4,23,-10
O=C1CC(N2CCC(c3nc4ccccc4s3)CC2)C(=O)N1Cc1ccccc1 (configuration not stated),0.8,1.1,-4,1,-2,3,1,1,18,24
CCOCCCNC(=S)NCCCNc1nc2ccc(C)cc2cc1C#N,0.8,1.1,-6,1.1,-2,7,1.6,2.1*,17,-25
Cc1cc(NC(=O)CCCC(=O)N(c2ccccc2)C(C(=O)NC2CCCCC2)c2cccs2)no1 (configuration not stated),0.9,1.1,-3,1,-2,6,1,0.9,7,-4
Cc1ccc(C(=O)n2nc(-c3ccco3)nc2N)cc1,0.8,1,-6,1.1,-5,0,0.9,1,16,-2
CC(=O)NNc1ccc(C(F)(F)F)cc1[N+](=O)[O-],1.1,1.1,15,0.8,-1,3,1,1.1,-6,3
Cc1ccc(NC(=O)N2CCC(c3ccccc3)C2)cc1C (configuration not stated),1.1,0.5,-2,1,-4,-3,1.1,1.1,-9,-9
O=C(NCc1ccc2c(c1)OCO2)C(c1ccco1)N(C(=O)c1csnn1)c1ccccc1 (configuration not stated),0.9,1.1,-4,1,-4,5,0.9,1,12,-12
c1ccc2[nH]c(CN3CCOCC3)nc2c1,1,1,-4,1,2,7,1.1,1.1,-2,-9
C#CCNC(=O)C1=C[C@@H](C2CCCCC2)C[C@@H](OCc2ccc(CO)cc2)O1,0.8,1,-3,1,-1,7,0.8,0.8,20,-6
Cc1cccc2cc(COC(=O)C3CCCO3)c(=O)[nH]c12 (configuration not stated),1,1,4,1,-1,2,1.1,1,4,-5
COc1ccc(NC(=O)c2cc3c([nH]c4ccccc43)c(C)n2)cc1,0.9,1.1,-2,1,-2,1,1.1,1,6,5
COc1cc(N2CCCC2)c(OC)cc1C=O,0.9,1,2,1,-3,16,0.8,0.5,15,-6
CCCc1cc(-c2n[nH]c(C(=O)OCC)c2-c2cscn2)c(O)cc1O,0.9,1,-3,1,-6,3,0.9,0.9,11,-14
Cc1ccc(CNC(=S)N2CCOCC2)cc1,1,1.1,-6,1.1,-6,4,1.1,1.1,-2,-11
O=C(CN1CCOc2ccccc21)N1CCCC1,0.9,1,-2,1,-2,12,1,1,14,-12
O=C(CN1C(=O)C2CC=C(Cl)CC2C1=O)N1CCOCC1 (configuration not stated),1.1,1,8,0.9,3,-4,1.1,1.1,-9,4
CCC(=O)N1CCN(c2ccc(NC(=O)COc3ccccc3Cl)cc2)CC1,0.8,1,-14,1.1,-1,-3,0.9,0.8,16,-13
COc1ccc(NC(=O)N(CCc2ccccc2)Cc2cc3c(C)cc(C)cc3[nH]c2=O)cc1,1,1.1,-2,1,-1,7,0.8,0.9,0,5
Cc1nc2ccccn2c1C(=O)/C=C/c1cccc([N+](=O)[O-])c1,0.9,1.1,-2,1,-2,13,1,1,12,-6
Nc1ccc(Cc2nc3c(ccc4ccccc43)[nH]2)cc1,1.1,0.9,-1,1,-5,8,0.9,0.8,-7,-8
COc1ccc(N2CCN(C(=O)C(=O)c3c(C)n(C)c4ccccc34)CC2)cc1,0.9,1.1,-2,1,-7,10,1,1,5,-5
CC(C)[C@H](NC(=O)C1(c2ccccc2)CCN(C(=O)OC(C)(C)C)CC1)C(=O)O,0.9,1.1,-7,1.1,-3,-4,1,1.1,8,-17
CCn1cc([N+](=O)[O-])c(C(=O)Nc2cc(C)on2)n1,1,1,1,1,3,3,1,1.1,-4,-9
Cn1c2c(c(=O)n(C)c1=O)C(C(F)(F)F)(C(F)(F)F)N=C(CCC1CCCCC1)N2,0.9,1,4,1,-1,9,1,1,15,-5

# Reprinted at random: 2 records from the list, in no set order.
SMILES,Diaph act CS,FLuc act counter,TNAP inh hiacc,TNAP act hi DEA,HMGR II inh,G6PDH CS,PMI activator,PMI act hi M6P,Diaph inh CS,TNAP inh no acc
O=C(CN1CCOc2ccccc21)N1CCCC1,0.9,1,-2,1,-2,12,1,1,14,-12
Cn1c2c(c(=O)n(C)c1=O)C(C(F)(F)F)(C(F)(F)F)N=C(CCC1CCCCC1)N2,0.9,1,4,1,-1,9,1,1,15,-5

# Gathered by group: those above with an aryl thioether with sulfur outside any ring (two)
SMILES,Diaph act CS,FLuc act counter,TNAP inh hiacc,TNAP act hi DEA,HMGR II inh,G6PDH CS,PMI activator,PMI act hi M6P,Diaph inh CS,TNAP inh no acc
Cc1nc(SCC(=O)N2CCc3ccccc32)n[nH]1,0.9,1,-6,1.1,-1,5,0.9,1,10,2
COC(=O)c1ccc(NC(=O)CSc2nnc(C)n2-c2ccccc2)cc1,1,0.9,-3,1,1,9,0.9,1,4,-3

# The listing continues:
SMILES,Diaph act CS,FLuc act counter,TNAP inh hiacc,TNAP act hi DEA,HMGR II inh,G6PDH CS,PMI activator,PMI act hi M6P,Diaph inh CS,TNAP inh no acc
CCn1c(SCC(=O)NC(=O)NCc2ccco2)nnc1-c1cccs1,0.9,1,-5,1,4,6,1,1,5,-10
CCN(CC)c1ccc(NC(=O)c2cccnc2)c(C)c1,0.9,1.1,0,1,-6,4,0.9,1,8,-11
COc1ccc(OCC#CCN2CC(C)OC(C)C2)cc1 (configuration not stated),0.9,1.1,-2,1,-2,2,0.9,1,13,-11
CCOc1ccc(CCNC(=O)c2ccc(CNS(=O)(=O)c3ccccc3)cc2)cc1OCC,0.8,1,4,1,0,-1,1.1,1,20,13
O=C(CSc1ccc(-c2ccc(F)cc2)nn1)N1CCCCC1,0.8,1,-9,1.1,-3,4,1,1,16,-19
CCCCN(C(=S)Nc1cccc(SC)c1)C1CCN(C(C)=O)CC1,0.9,1,4,1,-8,3,0.9,0.9,12,-9
COc1cccc(OC)c1CC1SC(=O)NC1=O (configuration not stated),1,1.1,0,1,2,12,1.2,1,2,-4
C=CCN(CC=C)CCOc1ccc(C)cc1[N+](=O)[O-],0.9,0.9,-2,1,-1,8,1,1,5,-8
CN(C)C(=O)NC(NC(=S)Nc1ccccc1)C(Cl)(Cl)Cl (configuration not stated),1,1.1,-1,1,-4,-3,0.6,0.8,4,-10
COc1ccc(N=C2SC(CC(=O)Nc3ccc(F)cc3)C(=O)N2Cc2ccco2)cc1 (configuration not stated),0.8,1,-1,1,0,6,0.8,0.9,17,-13
Cc1ccc(C(C(=O)NC2CCCC2)N(Cc2cccnc2)C(=O)c2snc(C(N)=O)c2N)o1 (configuration not stated),1,1,-5,1,-1,5,1,1.1,-1,-9
O=C(NNC1=C(C(=O)C(F)(F)F)CCC1)c1ccc(Cl)cc1,0.8,1.1,-7,1.1,2,1,1,0.8,23,-10
O=C1c2cccc3c(N4CCCCC4)ccc(c23)C(=O)N1c1cccc(O)c1,0.4,1.1,10,0.9,-2,8,0.9,1,60*,-6
CC(=O)OCCCN1c2ccccc2Nc2nnc(-c3ccccc3)cc21,0.9,0.5,-21,1.2,1,1,0.9,1,9,-431
COC(=O)CCC(=O)Nc1cccc(C(=O)Nc2cccc(Cl)c2)c1,1,1,-4,1,0,17,1,1.1,1,-7
Cc1ccc(-n2c(=O)c3sccc3n(Cc3cc(=O)n4cc(Cl)ccc4n3)c2=O)cc1F,0.9,1,0,1,-7,-9,0.9,0.9,15,2
O=C(CN1CCCC1)NCC12CC3CC(CC(C3)C1)C2,1.1,1,-10,1.1,4,10,1.1,1.1,-10,-4
CCCCC1(C)Nc2ccccc2-c2nc3ccccc3n21 (configuration not stated),0.8,1,-7,1.1,2,0,0.9,1,22,-20
CCC(C)(C)n1nnnc1C(C(C)C)N1CCC(C(N)=O)CC1 (configuration not stated),0.9,1,-1,1,-5,-4,1,0.9,9,-8
Cc1cccc(NC(=S)NCc2ccncc2)c1C,0.9,1,-5,1.1,0,0,0.9,0.9,13,-9
CCOc1ccc(C(=O)Nc2ccccc2C(=O)O)cc1,1.1,0.1,-4,1,-6,9,1.2,1.2,-14,-5
COC(=O)c1ccccc1NC(=O)CN(c1cc(OC)ccc1OC)S(C)(=O)=O,0.9,1,-2,1,0,5,1,1,6,-5

# Compound activity from PubChem.
